MRP resist rev: MRP-mediated drug resistance reversal. AID 602. H69AR cells + 2 uM doxorubicin, CellTiter-Glo, 72 h. differential viability (reversal), % at 10 µM. 85,000 tested, 0.04% active;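 active = viability drop by adding the cancer drug above about 55%, with treated viability meeting a 40% cutoff, limit read from the data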;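 note: viability without doxorubicin minus viability with 2 µM doxorubicin for each compound; larger differential means the compound sensitizes cells more to doxorubicin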
MRP resist rev cytotoxicity: recorded beside MRP resist rev, whose call it bears; viability, %; H69AR cells, CellTiter-Glo, 72 h; measured here: cytotoxicity without doxorubicin
MRP resist rev with doxorubicin: recorded beside MRP resist rev, whose call it bears; viability, %; measured here: viability with 2 uM doxorubicin; active compounds read low
The depositor's hits bear a star.

Results follow in this order: MRP resist rev | MRP resist rev cytotoxicity | MRP resist rev with doxorubicin
COc1ccccc1OCC(O)COC(N)=O (stereo not given)
→ -21 | 79 | 100
CC(C)Cc1ccc(C(C)C(=O)O)cc1 (stereo not given)
→ 3 | 96 | 92
CC1=NN(c2ccccc2)C(=O)C1
→ 8 | 101 | 93
COc1ccc(CN(CCN(C)C)c2ccccn2)cc1
→ -2 | 92 | 95
c1ccc2c(CC3=NCCN3)cccc2c1
→ -5 | 95 | 99
COc1cc2nc(N3CCN(C(=O)C4COc5ccccc5O4)CC3)nc(N)c2cc1OC (stereo not given)
→ -16 | 29 | 45
NS(=O)(=O)c1cc2c(cc1C(F)(F)F)NC(Cc1ccccc1)NS2(=O)=O (stereo not given)
→ -4 | 86 | 89

Three structures out of the list, sorted by SMILES length, lowest first.
Results follow in this order: MRP resist rev | MRP resist rev cytotoxicity | MRP resist rev with doxorubicin
c1ccc2c(CC3=NCCN3)cccc2c1
→ -5 | 95 | 99
COc1ccc(CN(CCN(C)C)c2ccccn2)cc1
→ -2 | 92 | 95
COc1cc2nc(N3CCN(C(=O)C4COc5ccccc5O4)CC3)nc(N)c2cc1OC (stereo not given)
→ -16 | 29 | 45

High-throughput results (PubChem)

These rows are one share of the data; count on the stated rates, not on these rows.
